# From PubChem
# CHRM5 PAM: positive allosteric modulators of human muscarinic M5 receptor | P08912 | CHO-K1 hM5, Fluo-8 calcium, ACh EC20 PAM; 0% = ACh EC20, 100% = ACh EC100 | activation, % at 3 µM | 0.3% of 360,000 active | AID 624038;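 active = activation above the run cutoff, the mean activation of all test compounds plus 3 SD, cut at about 18% in these data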
# Target sequence (P08912 whole entry, looked up): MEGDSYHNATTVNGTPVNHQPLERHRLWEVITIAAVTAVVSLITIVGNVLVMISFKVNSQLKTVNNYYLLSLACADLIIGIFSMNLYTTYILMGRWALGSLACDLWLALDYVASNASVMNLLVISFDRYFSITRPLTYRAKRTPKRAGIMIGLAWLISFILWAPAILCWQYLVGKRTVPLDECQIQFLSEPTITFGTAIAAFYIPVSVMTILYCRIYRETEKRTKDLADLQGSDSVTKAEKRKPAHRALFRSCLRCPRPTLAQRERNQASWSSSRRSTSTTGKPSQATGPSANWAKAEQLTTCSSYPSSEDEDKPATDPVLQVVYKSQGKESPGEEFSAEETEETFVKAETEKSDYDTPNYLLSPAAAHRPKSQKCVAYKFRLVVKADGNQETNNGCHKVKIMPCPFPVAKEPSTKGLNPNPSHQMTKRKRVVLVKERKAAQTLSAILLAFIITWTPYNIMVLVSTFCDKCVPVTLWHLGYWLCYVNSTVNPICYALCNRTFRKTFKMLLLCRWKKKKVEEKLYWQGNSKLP
#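 system = human M5 receptor in CHO-K1 cells | compound = one concentration, 3 µM final (nominal) | schedule = Post-acetylcholine fluorescence recording 140 s | signal = Fluo-8 calcium dye fluorescence, kinetic read | benchmarks = low control EC20 acetylcholine (0%), high control EC100 acetylcholine (100%) | repeats = singlicate, one well per test compound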
# CRFR2-BP ag: agonists of human CRF-binding protein/CRF-R2 receptor complex | HEK293 CRF-R2/CRF-BP, calcium dye fluorescence (FLIPR); percent of saturating CRF peptide response | activation, % at 13.2 µM | 0.46% of 350,000 active;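 active = activation of at least 50%, plus an integration ratio under a set limit after plate pattern correction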;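 also: plate controls were neutral control wells without compound for no effect and CRF at EC100 for full effect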
# CHRM1 antagonist: blocks human M1 muscarinic receptor | P11229 | CHO-K1 hM1, Fluo-8 calcium fluorescence, ACh EC80 antagonist | inhibition, % at 3 µM | 1.3% of 360,000 active | AID 588852;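 active = percent inhibition above its own plate's cutoff, namely the mean of that plate's compound wells plus 3 SD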;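 also: peak over basal fluorescence ratio during 140 s after agonist addition; 0% = ACh EC80 plus DMSO and 100% = DMSO alone without agonist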
# Target sequence (P11229 whole entry, looked up): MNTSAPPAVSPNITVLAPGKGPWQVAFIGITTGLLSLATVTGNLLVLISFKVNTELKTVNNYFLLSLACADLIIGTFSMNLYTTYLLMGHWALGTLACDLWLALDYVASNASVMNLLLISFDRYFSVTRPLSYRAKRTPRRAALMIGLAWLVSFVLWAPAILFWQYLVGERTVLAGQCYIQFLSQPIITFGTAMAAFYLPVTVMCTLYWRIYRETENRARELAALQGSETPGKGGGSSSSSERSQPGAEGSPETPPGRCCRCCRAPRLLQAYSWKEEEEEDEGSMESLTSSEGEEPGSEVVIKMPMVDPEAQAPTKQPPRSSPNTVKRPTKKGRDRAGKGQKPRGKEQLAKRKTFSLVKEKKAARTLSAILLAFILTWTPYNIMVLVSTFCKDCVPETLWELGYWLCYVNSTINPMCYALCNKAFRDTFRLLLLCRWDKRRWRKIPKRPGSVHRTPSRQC
# M4 ag: CHRM4 agonism in calcium assay; CHO-K1 hM4/Gqi5, Fluo-8 calcium fluorescence; vehicle 0%, full acetylcholine response 100%; activation, % at 3 µM; 0.14% of 360,000 active; AID 624127;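 active = activation above the run mean over all test wells plus 3 SD, cut at about 32% in these data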;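 also: peak over basal fluorescence ratio per well then scaled between controls; 0% = DMSO wells and 100% = acetylcholine at EC100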
# CHRM4 antagonist: CHRM4 antagonism in calcium assay. CHO-hM4 cells, ACh EC80, Fluo-8 calcium fluorescence. P08173. 0.73% of 360,000 active. inhibition, % at 3 µM;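 active = inhibition above its plate's cutoff, the mean inhibition of sample wells plus 3 SD, cut at about 27% in these data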;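 also: 0% = acetylcholine EC80 with DMSO and 100% = DMSO without agonist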
# M5 ag: CHRM5 agonism in calcium assay | P08912 | CHO-K1 hM5 cells, Fluo-8 calcium fluorescence; 0% DMSO wells, 100% maximal acetylcholine response | activation, % at 3 µM | 0.19% of 360,000 active;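 active = activation above the run's mean over test compounds plus 3 SD, cut at about 23% in these data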;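 also: signal is peak over basal fluorescence ratio across the kinetic read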
# CHRM5 antagonist: blocks acetylcholine activation of human M5 receptor. inhibition, % at 3 µM. 0.59% of 360,000 active. P08912. AID 624040. CHO-hM5 cells, Fluo-8 calcium fluorescence, ACh EC80;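 active = inhibition above a per-plate cutoff, the mean of that plate's test compounds plus 3 SD, cut at about 27% in these data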;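 also: 0% = acetylcholine EC80 with DMSO and 100% = DMSO without agonist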
# CHRM1 PAM: human CHRM1 positive allosteric modulation; 0.088% of 360,000 active; P11229; CHO-K1 hM1, Fluo-8 calcium fluorescence, ACh EC20; 0% = ACh EC20, 100% = maximal ACh; activation, % at 3 µM; in the data active = activation above about 19%, passing the limit was not always enough
# CHRM4 PAM: positive allosteric modulators of human muscarinic M4 receptor; P08173; CHO-K1 hM4/Gqi5, Fluo-8 calcium fluorescence, ACh EC20; 0% = ACh EC20, 100% = maximal ACh; activation, % at 3 µM; 0.4% of 360,000 active;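 active = activation above its plate's cutoff, the mean activation of sample wells plus 3 SD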; also: some results filed as inactive read as strong as hits
# Active calls of the source: *; / = no result given.
CHRM5 antagonist	M5 ag	CHRM4 PAM	CHRM4 antagonist	CHRM1 PAM	CHRM1 antagonist	CHRM5 PAM	M4 ag	CRFR2-BP ag	compound
8.2	1.1	0.5	-4.6	11.9	-9.6	-4.9	1.1	1.9	O=C(COC(=O)Cc1c(F)cccc1Cl)NC1CCS(=O)(=O)C1 (centres undefined)
2.1	-0.2	2.3	-6.0	3.9	-4.5	1.9	0.9	4.2	CC(=O)NC(=O)c1cnn(-c2ccccc2)c1N
1.1	-11.6	-3.2	2.7	7.5	-5.5	0.4	-0.2	-1.9	Cc1ccc(SCCC(=O)Nc2c(C)n(C)n(-c3ccccc3)c2=O)cc1
3.2	-3.9	4.4	-1.8	6.7	-6.6	2.4	0.8	-1.3	COc1ccc(/C=N/NC(=O)C2CC2)c(OC)c1OC
9.3	-4.0	2.1	2.8	-10.2	23.9	0.0	0.1	0.2	COc1ccc(N2CCN(C(=O)c3cc(C4CC4)nn3-c3ccccc3)CC2)cc1
5.8	-5.9	5.1	1.5	0.9	-0.3	0.0	0.4	-0.5	CCCCC(=O)Nc1nnc(SCC(=O)NC2CCCC2)s1
7.7	2.3	-5.7	0.3	-14.7	29.4*	-13.2	9.7	3.4	Cc1ccc(-c2[nH]ncc2/C=N/n2c(COc3ccccc3)nc3ccccc3c2=O)cc1
5.0	-6.4	-4.2	-3.6	2.3	-3.6	3.9	4.8	-1.9	COc1ccc(CC(=O)NCC2CCCN(Cc3cc(OC)cc(OC)c3)C2)cc1 (centres undefined)
3.2	0.2	8.5	2.5	12.3	-13.9	8.8	-0.1	1.6	COc1ccc(/C=C/C(=O)Nc2c(C(=O)O)[nH]c3ccccc23)cc1OC
-8.2	-2.4	-1.6	-2.5	-0.2	-16.5	13.0	0.4	5.4	Nc1c(C(=O)Nc2ccccc2)sc2nc3c(c(-c4ccco4)c12)CCCC3
6.4	2.2	-0.4	-1.2	0.2	-4.2	2.3	1.1	-0.7	Cc1ccc(Nc2c(O)nc[nH]c2=O)cc1C
-0.6	-4.9	-5.3	4.0	-0.8	4.3	-0.9	2.6	-1.0	Cc1ccc(NC(=O)CN(C)S(=O)(=O)c2ccc(Br)s2)cc1F
4.1	2.2	3.9	-2.2	6.4	-4.3	-1.4	0.6	0.3	Cc1ccc(C)c(S(=O)(=O)N/N=C/c2cccnc2)c1
20.9	-2.4	23.4	10.1	17.0	-5.6	-10.4	-0.9	-2.3	Nc1nnnn1/N=C/c1ccccc1OCc1ccc(Cl)cc1
-6.0	-1.0	3.0	3.8	10.5	-6.2	-2.1	0.2	0.0	CN(C(=O)NC1CCCCC1)c1ccccc1
-10.2	0.8	4.1	-7.4	4.9	-9.0	6.9	4.1	0.8	CNC(=O)COC(=O)[C@@H](Nc1ccc(S(=O)(=O)N2CCOCC2)cc1[N+](=O)[O-])C(C)C

# Some of these compounds in order of their number in CHRM4 PAM, lowest first.
CHRM5 antagonist	M5 ag	CHRM4 PAM	CHRM4 antagonist	CHRM1 PAM	CHRM1 antagonist	CHRM5 PAM	M4 ag	CRFR2-BP ag	compound
-10.2	0.8	4.1	-7.4	4.9	-9.0	6.9	4.1	0.8	CNC(=O)COC(=O)[C@@H](Nc1ccc(S(=O)(=O)N2CCOCC2)cc1[N+](=O)[O-])C(C)C
3.2	0.2	8.5	2.5	12.3	-13.9	8.8	-0.1	1.6	COc1ccc(/C=C/C(=O)Nc2c(C(=O)O)[nH]c3ccccc23)cc1OC
20.9	-2.4	23.4	10.1	17.0	-5.6	-10.4	-0.9	-2.3	Nc1nnnn1/N=C/c1ccccc1OCc1ccc(Cl)cc1

# Other compounds follow:
CHRM5 antagonist	M5 ag	CHRM4 PAM	CHRM4 antagonist	CHRM1 PAM	CHRM1 antagonist	CHRM5 PAM	M4 ag	CRFR2-BP ag	compound
8.3	0.4	1.1	-6.1	12.1	-12.8	6.3	0.1	-0.6	Cc1c(NS(=O)(=O)c2ccc(F)cc2)c(=O)n(-c2ccccc2)n1C
5.2	-2.8	-2.1	9.3	6.7	-24.6	0.1	-0.9	0.9	COc1ccc(S(=O)(=O)N(C)C[C@H]2OCCCC[C@H](C)Oc3ccc(N(C)C)cc3C(=O)N([C@H](C)CO)C[C@@H]2C)cc1
9.5	-3.5	-17.5	0.4	-10.7	17.9	-9.7	2.1	1.4	COc1ccc(C(C(=O)NC2CCCC2)N(Cc2ccccc2)C(=O)c2nsc(Cl)c2Cl)cc1 (centres undefined)
9.7	-2.5	3.5	-1.4	-6.7	-8.7	3.7	0.2	-0.5	Cc1ccc(S(=O)(=O)/N=C(/NC(=S)Nc2cccc(C)c2)c2ccccc2)cc1
15.2	-2.9	-3.5	-13.7	0.4	4.3	-8.2	1.0	-4.4	Clc1ccc(CSc2nnc(-c3ccncc3)s2)cc1
-5.4	3.9	8.1	7.7	7.4	0.4	6.0	-0.7	0.1	CCCn1c(=O)c(-c2ccccc2)c(O)c2ccccc21
9.5	-0.3	-0.4	2.3	1.4	-6.5	-6.8	7.6	0.2	O=C(NCCS(=O)(=O)N1CCN(c2ccccc2F)CC1)c1ccc(Br)o1
11.7	-2.4	19.3	21.4	8.2	-14.3	-5.7	0.0	3.8	O=C1C(C2=NC(c3ccccn3)C3C(=O)N(c4ccc(Cl)cc4Cl)C(=O)C23)=C(O)c2ccccc21 (centres undefined)
7.2	-0.5	1.0	-11.6	4.7	-3.5	-4.5	4.5	0.4	COCOCCn1cc(CN2CCS(=O)(=O)N(Cc3ccc(-c4ccc(Cl)nc4)cc3)C(C(C)C)C2=O)nn1 (centres undefined)
-3.0	-4.2	-4.0	-7.4	-3.6	-7.9	-0.1	1.1	-1.8	CCCn1c(SCC(=O)NCCc2ccccc2)nnc1-c1cccnc1
-3.1	-0.6	7.2	-2.1	1.2	-1.9	1.4	0.9	-1.3	COc1ccc(N(C(=O)c2ccco2)S(=O)(=O)c2ccccc2)cc1
2.2	-2.7	3.9	-6.7	2.3	-3.2	5.9	0.0	2.6	NC(=O)C1CCN(c2oc(-c3ccccc3)nc2S(=O)(=O)c2ccc(Br)cc2)CC1
13.1	-5.2	-4.1	5.5	6.5	-9.2	-9.8	-0.9	-2.3	Cc1ccc(NC(=O)C2COc3ccccc3O2)cc1 (centres undefined)
-0.6	2.6	3.8	-7.5	8.0	-14.3	-7.7	0.2	0.8	CC(C)Oc1cc(O)c2c(=O)c(-c3ccc(O)cc3)coc2c1
13.7	-1.8	-5.5	7.7	-2.9	8.6	-4.3	-0.3	0.0	CCC(C)(C)NC(=O)C(c1ccccc1Cl)N(C(=O)CCC(=O)Nc1cc(C)on1)c1ccc(NC(C)=O)cc1 (centres undefined)
3.0	3.1	9.1	-9.9	11.8	-7.6	7.5	1.2	-0.7	C=CC[C@]12CC=CC(=O)[C@@]1(O)O[C@H](c1ccc(OC)c(OC)c1)[C@H]2C
1.2	-2.0	5.8	-0.9	/	/	0.5	0.0	/	CSCCC(C(=O)NC1CCCC1)n1c(C2CCCC2)nc2ccccc21 (centres undefined)
-5.0	12.4	-1.3	8.2	0.6	5.9	6.4	2.9	-0.1	CC(=O)Nc1ccc(Nc2cc(C)nc3c(-c4ccccc4)c(C)nn23)cc1
7.4	1.2	-3.6	2.3	8.6	-13.1	-5.3	1.4	-1.1	Cn1c(=O)oc2cc(S(=O)(=O)N3CCCC(C(=O)NCc4ccc5c(c4)OCO5)C3)ccc21 (centres undefined)
5.6	1.7	6.1	-11.6	4.6	-9.7	3.9	-0.2	/	CC(C)C(=O)N1CCCC1(C)C(=O)Nc1cccc(Oc2ccccc2)c1 (centres undefined)
-8.2	-0.6	10.7	-1.3	6.8	-14.2	8.8	3.0	5.3	COC(=O)[C@H](C(C)C)N(Cc1ccccc1)S(=O)(=O)CCNC1CCCC1
-2.2	-1.7	-6.0	6.2	2.0	-4.8	-1.7	-0.1	2.4	COc1ccc(/C=C2/C(=O)ON=C2C)cc1Br
16.5	-0.1	-27.5	9.8	-3.8	1.6	-12.2	6.8	-1.3	CCOc1ccccc1NC(=O)Nc1ccc(CC#N)cc1
5.1	3.7	1.1	-4.1	0.7	4.1	-3.3	1.1	-1.5	COc1ccc(N2CC(NS(=O)(=O)c3cccs3)CC2=O)cc1 (centres undefined)
3.7	4.5	4.8	1.1	7.1	-10.9	7.8	-0.8	-0.5	C=CCn1c(C)nnc1SCC(=O)c1[nH]c(C)c(C(C)=O)c1C
0.6	-0.9	3.2	2.0	0.7	-3.6	2.5	1.0	/	CCOC(=O)C1(C)CCN1C(=O)c1ccccc1OC(F)(F)F (centres undefined)
-6.0	2.5	-1.4	3.1	-1.5	18.1	4.9	0.9	0.0	Cc1cc(NC(=O)COC(=O)C2CCN(S(=O)(=O)c3ccc(Cl)cc3)CC2)no1
6.5	1.3	-0.5	-1.0	6.2	3.1	4.6	1.6	-1.0	O=C(COC(=O)/C=C/c1cccc(Cl)c1)NC1CC1
4.0	3.5	7.4	-6.5	3.7	1.0	1.2	-0.4	-2.3	Cc1cc(NC(=O)CSc2nccn2-c2cccc(F)c2)no1
-0.2	1.9	6.4	-7.2	13.2	2.8	2.2	0.9	0.2	COC(=O)C1=C(C(=O)OC)[C@@H]2Nc3ccccc3[C@@]23C[C@@H](C(=O)OC)N=C3N1
10.8	1.4	-2.6	0.0	8.3	-11.2	-3.4	1.6	-1.5	O=C(COC(=O)C1C2CC3OC(=O)C1C3C2)Nc1ccccc1 (centres undefined)
16.4	4.8	-3.0	-3.3	-9.6	-6.0	-11.7	11.5	-0.6	COc1cc(C)ccc1OCC(=O)OCC(=O)c1[nH]c(C)c(C(C)=O)c1C
2.4	-0.3	0.9	2.7	5.8	-21.6	0.9	-0.4	0.2	COc1ccccc1-c1ccccc1C1=CC(=O)CC(C)(C)C1=O
-11.7	-0.5	-4.8	-16.7	13.2	-6.2	8.5	2.5	1.1	COc1cccc2cc(-c3cc(=O)oc4cc(C)c(OCC(C)=O)cc34)oc12
-7.6	-1.1	-0.8	0.9	5.4	-6.5	4.7	0.8	1.0	COCCOC(=O)c1c(C)oc2ccc(OC(=O)COc3c(F)c(F)c(F)c(F)c3F)cc12
7.8	0.2	4.0	-6.6	10.5	-9.4	-0.3	0.3	0.6	N#Cc1ccc(C(=O)Nc2nnc(-c3cccs3)o2)cc1
0.3	-2.0	2.5	5.2	7.2	-31.7	7.4	0.4	-1.5	CCOC(=O)CNC(=O)CSc1ncnc2c1cnn2-c1ccc(C)cc1
-3.8	0.0	1.6	0.0	-2.9	6.4	-9.0	1.4	-1.6	COC(=O)c1c(C)cc(O)c(C)c1O
1.4	3.6	5.9	-0.5	11.3	-14.9	0.9	3.8	0.1	O=C(c1ccccc1)N1CCN(C(=O)N2CCCCC2)CC1
3.4	0.3	-1.5	-2.7	7.5	-10.0	6.3	0.8	-3.6	CCNC(=O)c1ccc(C23CC4CC(CC(C4)C2)C3)o1
-9.9	-0.5	3.7	4.2	19.3	-4.3	4.9	0.2	0.0	CC(C(=O)N1CCN(C(=O)c2ccco2)CC1)n1sc2ccccc2c1=O (centres undefined)
16.9	2.3	-5.2	0.2	16.3	-10.2	-9.0	9.6	0.7	O=C(Nc1ccc(OCc2ccccc2)cc1)Nc1cccnc1
2.0	-1.3	0.6	1.4	5.1	-7.5	-2.7	-0.1	2.1	O=C(Nc1cc(C(F)(F)F)cc(C(F)(F)F)c1)c1ccc(Cn2cc(C(F)(F)F)ccc2=O)cc1
